# Compound activity: PubChem BioAssay, Sanford-Burnham Center for Chemical Genomics
# NTR1 agonist = agonists of NTR1, primary screen, imaging, U2OS cells, beta-arrestin-GFP, high content (AID 493036) | activation, % at 20 µM | actives 0.17% (n = 330,000) | NTR1-U2OS beta-arrestin-GFP spot imaging, agonist mode;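 active = activation at or above 40% of the spot to cytoplasm intensity ratio, with at least 20 cells analyzed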;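 also: 0% = DMSO without peptide and 100% = 100 nM NTR1 peptide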
# Target sequence (P30989 whole entry, looked up): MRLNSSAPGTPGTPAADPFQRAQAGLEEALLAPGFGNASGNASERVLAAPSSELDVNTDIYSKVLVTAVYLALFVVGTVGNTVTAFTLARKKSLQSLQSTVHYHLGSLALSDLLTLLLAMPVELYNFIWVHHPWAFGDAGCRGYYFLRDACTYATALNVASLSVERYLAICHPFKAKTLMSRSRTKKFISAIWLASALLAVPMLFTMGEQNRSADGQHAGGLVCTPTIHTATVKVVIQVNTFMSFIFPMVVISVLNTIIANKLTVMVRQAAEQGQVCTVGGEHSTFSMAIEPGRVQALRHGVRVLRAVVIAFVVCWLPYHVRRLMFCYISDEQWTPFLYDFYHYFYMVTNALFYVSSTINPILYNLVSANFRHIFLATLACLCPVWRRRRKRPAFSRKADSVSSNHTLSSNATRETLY
# NTR1 agonist cell count 20 µM = recorded beside NTR1 agonist, whose call it bears; cell count; measured here: cell count, cytotoxicity flag
# An asterisk follows results filed as active.
SMILES,NTR1 agonist,NTR1 agonist cell count 20 µM
CCCC[C@@H]1C=C(C(=O)O)[C@H](c2ccc(Br)cc2)N1S(=O)(=O)c1ccc(C)cc1,5.8,59
COc1ccc(-n2c(C)cc(C(=O)COC(=O)c3ccc(O)cc3O)c2C)cc1,4.1,50
CCCCCN(C(=O)CCC(=O)OCC(=O)N(C)C1CCCCC1)c1c(N)n(CCCC)c(=O)[nH]c1=O,-0.4,66
CC1(c2ccc3c(c2)OCCO3)NC(=O)N(CC(=O)c2ccc[nH]2)C1=O (stereo unspecified),0.0,71
CCOC(=O)c1sc(NC(=O)C2=COCCO2)c(C#N)c1C,0.6,50
O=C(N/N=C/c1ccncc1)c1cccc(S(=O)(=O)N2CCCC2)c1,0.0,75
O=C(COC(=O)c1ccccc1O)NNC(=O)c1ccc(Br)cc1,-0.7,46
N#Cc1ccccc1NS(=O)(=O)c1cc2c3c(c1)CCN3C(=O)CC2,0.5,49
CN(CC(=O)Nc1ccc(Cl)c(C(F)(F)F)c1)C(=O)CCc1nc2ccccc2c(=O)[nH]1,-1.9,56
Cc1ccc(NC(=O)C/C(N)=N/OC(=O)Nc2cccc(C)c2)cc1,-1.8,94
COc1cc(C(=O)OCC(=O)N2CCNC2=O)cc(Cl)c1OC,0.2,62
CCCCN1C(=O)c2ccc(C(=O)OCC(=O)N3CCN(c4ccccc4)CC3)cc2C1=O,2.5,60
O=C(Nc1ccc(NC(=O)c2ccc3c(c2)OCO3)cc1)c1cccc(Cl)c1,-0.2,58
OC[C@@H](O)[C@@H](O)[C@H](O)[C@@H](O)CO,-0.8,83
Cc1ccc(SCC(=O)OCC(=O)N(C)CC(=O)Nc2ccccc2Cl)cc1,0.1,65
CCC(C)Sc1ccc([C@H]2N[C@@](C)(C(=O)OC)[C@H]3C(=O)N(CC)C(=O)[C@@H]23)cc1 (stereo partly specified),0.7,103
CCc1noc(C)c1C(=O)NNC(=O)c1ccc(Br)cc1,1.6,60
C=CCC[C@H](Cc1ccc(F)cc1)C(=O)OC[C@@H](Cc1c[nH]c2ccccc12)NC(=O)[C@H](CC=C)CC(=O)N(CCO)Cc1ccccc1,9.3,48
Cc1cccc(NS(=O)(=O)c2cccc(C(=O)NNC(=O)c3ccccc3O)c2)c1,3.2,44
O=C(NCc1nnnn1-c1ccc(F)c(F)c1)c1ccc(S(=O)(=O)N2CCOCC2)cc1,1.2,79
COc1cccc(C(=O)Nc2cc(C(=O)NCc3ccc(C)cc3)ccc2N2CCC3(CC2)CC(c2cccc(Br)c2)=NO3)c1,3.2,100
Cc1nc(SCC(=O)c2c(N)n(C3CC3)c(=O)[nH]c2=O)[nH]c(=O)c1CCO,-2.8,57
Cn1c(SCc2cccc([N+](=O)[O-])c2)nc2ccccc2c1=O,4.5,65
CC(C)(C)OC(=O)NCCCCCNC(=O)c1[nH]cnc1C(=O)N[C@@H](Cc1ccccc1)C(=O)OC(C)(C)C,47*,58*
Cc1ccc(S(=O)(=O)N2CCCCC2)cc1NC(=O)C1CCC1,-0.5,47
O=C(c1cc(-c2cccnc2)nc2ccccc12)N1CCN(S(=O)(=O)c2cccs2)CC1,5.1,58
O=C(Nc1cccc(S(=O)(=O)N2CCCCCC2)c1)C1=COCCO1,-1.4,64
CN1C(=O)N(CC(=O)Nc2cccc(S(=O)(=O)N(C)c3ccccc3)c2)C(=O)C12CCCCC2,0.1,69
CC(=O)c1cccc(S(=O)(=O)Nc2cc(C(F)(F)F)ccc2N2CCOCC2)c1,-1.3,61
O=C(CCNC(=O)c1ccc(Cl)cc1)Nc1ccncc1,0.1,62

# Copied from the list.
# `C=CCC[C@H](Cc1ccc(F)cc1)C(=O)OC[C@@H](Cc1c[nH]c2ccccc12)NC(=O)[C@H](CC=C)CC(=O)N(CCO)Cc1ccccc1` – NTR1 agonist = 9.3
# `CCc1noc(C)c1C(=O)NNC(=O)c1ccc(Br)cc1` – NTR1 agonist cell count 20 µM = 60
# `O=C(NCc1nnnn1-c1ccc(F)c(F)c1)c1ccc(S(=O)(=O)N2CCOCC2)cc1` – NTR1 agonist = 1.2

# Next records.
SMILES,NTR1 agonist,NTR1 agonist cell count 20 µM
Cc1cc(C)cc(OCC(=O)Nc2cccc(S(=O)(=O)NC3=NCCC3)c2)c1,-3.3,103
COc1ccc(OC)c(NC(=O)COc2coc(CN3CCCc4ccccc43)cc2=O)c1,2.5,59
Cc1ccc(C)c(NC(=O)CSc2nc(C)cs2)c1,1.1,73
O=C(CSc1nnc(COc2ccc(Cl)cc2)o1)Nc1ccc(N2CCOCC2)cc1,0.2,62
CC(=O)Nc1ccc(S(=O)(=O)N2CCC3(CC2)CC(=O)c2ccccc2O3)cc1,2.3,46
O=C(COc1ccccc1Cl)NCC(c1cccs1)N1CCOCC1 (stereo unspecified),1.5,63
CN(C(=O)COC(=O)C12CC3CC(CC(Cl)(C3)C1)C2)c1ccccc1,0.7,55
CCCCn1c(N)c(N(CC(C)C)C(=O)c2cc(S(=O)(=O)N3CCCCC3)ccc2C)c(=O)[nH]c1=O,-0.7,50
CCCCc1nnc(NC(=O)c2ccccc2OCc2c(C)noc2C)s1,3.4,78
O=C(COC(=O)c1ccc2c(c1)OCCO2)NC1CCCCC1,1.3,58
CN1CCCN(C(=O)CNC(=O)c2ccccc2Br)CC1,-0.8,55
Cc1[nH]c(SCC(=O)Nc2cc(C(N)=O)cc(C(N)=O)c2)nc1Cc1ccccc1,-0.2,44
Cc1nc2ccccn2c1/C(O)=C1\C(=O)C(=O)N(CCCN(C)C)C1c1ccc(F)cc1 (stereo unspecified),0.4,76
Cc1cc(C(=O)OCC(=O)N(CC(C)C)c2c(N)n(Cc3ccccc3)c(=O)[nH]c2=O)c(C)o1,1.9,67
Cc1noc(C)c1C(=O)Nc1nc(-c2ccc(F)cc2)cs1,-2.5,48
COC(=O)c1ccccc1S(=O)(=O)N1CCC(C(=O)N(C)CCOc2ccccc2)CC1,-0.2,54
CC(=O)Nc1sc(C)c(C)c1C(=O)OCC(=O)Nc1cccc(C)c1,20,56
O=C(CNC(=O)c1ccc(Br)o1)NNC(=O)c1n[nH]c(=O)c2ccccc12,0.6,66
Cc1cc(C)n2nc(C(=O)OCC(=O)N(CC(C)C)C3CCS(=O)(=O)C3)nc2n1 (stereo unspecified),0.1,53
COc1ccc(NC(=O)COc2ccc3c(C)cc(=O)oc3c2)cc1S(=O)(=O)N1CCCCC1,-0.8,78
CCOc1ccc(C(=O)NCC(=O)N2CCCCCCC2)cc1,0.2,55
c1ccc([C@H]2CNCCN2CCc2cccc3ccccc23)cc1,6.0,42
O=C(COC(=O)c1c(F)cccc1Cl)NC1CCCCC1,-0.4,59
Cc1ccc(OCCC(=O)OCC(=O)NCCc2ccc(Cl)cc2)cc1,-0.1,60
O=C(CCOc1ccccc1)N1CCN(S(=O)(=O)c2ccccc2F)CC1,-0.5,41
CCC1(c2ccccc2)NC(=O)N(CC(=O)Nc2cc(S(=O)(=O)N3CCCCCC3)ccc2OC)C1=O (stereo unspecified),1.5,72
CCOc1ccccc1NC(=O)COC(=O)CN1C(=O)NC(C)(C)C1=O,-1.9,49
CCOC(=O)[C@H]1[C@H]2COc3ccc(Br)cc3[C@@H]2N2C(=O)N(c3ccccc3)C(=O)[C@@]12C,3.1,59
O=c1ccnc(SCCc2ccc([N+](=O)[O-])cc2)[nH]1,-0.2,53
O=C(Cc1ccccc1[N+](=O)[O-])Nc1cccc(S(=O)(=O)NC2=NCCCCC2)c1,-1.6,59
O=C(Nc1ccncc1)C1CCN(S(=O)(=O)c2ccc(Cl)cc2)CC1,1.1,63
CCC[C@H]1CCCC/C=C\CCCC(=O)OCCN1C(=O)OC(C)(C)C,3.4,58
CCN(CC)C(=O)[C@H]1CC(CC(=O)NCCCn2ccnc2)C(=O)N2CCc3c([nH]c4ccc(OC)cc34)[C@]12C (stereo partly specified),1.4,55
COc1ccc(CNC(=O)COc2ccc(S(=O)(=O)N3CCOCC3)cc2)cc1,-0.6,80
CCC1(C)Cc2c(C#N)c(SC)nc(N3CCOCC3)c2CO1 (stereo unspecified),2.2,59
COc1cc(Cl)c(C)cc1NC(=O)COC(=O)C1=NN(c2ccccc2)C(=O)CC1,-2.2,53
Cc1ccc(C(C)C)cc1OCC(=O)NCCCn1ccnc1,-1.1,68
CCN(CC(=O)Nc1ccc(NC(C)=O)cc1)C(=O)C1CC(=O)N(CCc2ccc(OC)c(OC)c2)C1 (stereo unspecified),2.4,63
O=c1cc(-c2ccc(OCc3ccccc3)cc2)oc2cc(OCc3ccccc3)cc(OCc3ccccc3)c12,1.4,61
CCOC(=O)N1CCN(C(=O)COC(=O)CNC(=O)c2ccc(C)cc2)CC1,-0.9,65
CC1CN(C(=O)COc2ccc3c(-c4ccccc4)cc(=O)oc3c2)CC(C)O1 (stereo unspecified),1.6,49
O=C(CSc1n[nH]c(=O)n1Cc1ccccc1)Nc1ccc(N2CCOCC2)cc1,0.7,55
COc1cc(C)c(CN2CCN(CC(=O)Nc3ccccc3C(=O)NC3CC3)CC2)cc1OC,2.4,72
COc1nc(Nc2ccccc2)nc(OC)n1,0.7,63
CC(=O)c1ccc(NC(=O)C(C)Sc2nnc(C3CC3)n2C2CC2)cc1 (stereo unspecified),1.0,73
CCN(CC(=O)Nc1ccc(NC(C)=O)cc1)C(=O)CSc1ncnc2sc(C)c(C)c12,-0.3,37
NS(=O)(=O)c1cccc(NC(=O)COC(=O)CCC2CCCC2)c1,-0.4,74
Cc1ccc(S(=O)(=O)Nc2cccc3c2O[C@H](CN(C)C(=O)Nc2ccc(C(F)(F)F)cc2)[C@@H](C)CN([C@H](C)CO)C3=O)cc1,5.9,61
COc1ccc(S(=O)(=O)NC2CCN(Cc3ccccc3)CC2)cc1NC(C)=O,-1.3,83
COc1ccc(NC(=O)CSc2ccc(NC(C)=O)cc2)cc1S(=O)(=O)N1CCOCC1,-0.5,70

# Seven structures out of the list, ordered by heavy-atom count, falling:
SMILES,NTR1 agonist,NTR1 agonist cell count 20 µM
Cc1ccc(S(=O)(=O)Nc2cccc3c2O[C@H](CN(C)C(=O)Nc2ccc(C(F)(F)F)cc2)[C@@H](C)CN([C@H](C)CO)C3=O)cc1,5.9,61
COc1cc(C)c(CN2CCN(CC(=O)Nc3ccccc3C(=O)NC3CC3)CC2)cc1OC,2.4,72
CCN(CC(=O)Nc1ccc(NC(C)=O)cc1)C(=O)CSc1ncnc2sc(C)c(C)c12,-0.3,37
O=C(CSc1n[nH]c(=O)n1Cc1ccccc1)Nc1ccc(N2CCOCC2)cc1,0.7,55
CC1CN(C(=O)COc2ccc3c(-c4ccccc4)cc(=O)oc3c2)CC(C)O1 (stereo unspecified),1.6,49
CC(=O)c1ccc(NC(=O)C(C)Sc2nnc(C3CC3)n2C2CC2)cc1 (stereo unspecified),1.0,73
NS(=O)(=O)c1cccc(NC(=O)COC(=O)CCC2CCCC2)c1,-0.4,74

# Following part:
SMILES,NTR1 agonist,NTR1 agonist cell count 20 µM
O=C(NC1CCCCC1)c1cccc(N2C(=O)CCC2=O)c1,-0.7,70
CN(CC(=O)Nc1cccc(F)c1)CC(=O)N(C)CC(=O)Nc1ccccc1Br,0.3,51
O=C(OC1CCOC1=O)c1ccccc1C(=O)c1ccc(Cl)c([N+](=O)[O-])c1 (stereo unspecified),9.1,61
CCOC(=O)c1c(C)[nH]c(C(=O)OCC(=O)NCc2ccccc2)c1C,0.6,64
Cc1cccc(NC(=O)CN(C)C(=O)/C=C/c2ccccc2)c1C,1.0,63
CC1CCCCC1NC(=O)C(C)N1C(=O)c2ccccc2C1=O (stereo unspecified),3.4,70
CCOC(=O)[C@H]1[C@H]2COc3ccc(OC)cc3[C@@H]2N2C(=O)c3ccc(C)cc3NC(=O)[C@@]12C,1.9,35
COc1ccc2cc1Oc1ccc(cc1)C[C@H]1c3cc(c(OC)cc3CCN1C)Oc1c(OC)c(OC)cc3c1[C@@H](C2)N(C)CC3,7.4,53
Cc1cc(NC(=O)C(C)SCC(=O)Nc2ccc(Br)cc2Br)no1 (stereo unspecified),1.5,57
O=C1CN(C(=O)CN2C(=O)NC(c3ccccc3)(c3ccccc3)C2=O)c2ccccc2N1,1.9,44
Cc1nn(CC(=O)NC(=O)NC2CCCC(C)C2C)c(=O)c(C#N)c1C (stereo unspecified),1.2,61
O=C(COC(=O)CCNS(=O)(=O)c1ccccc1)NC1CC1,-1.2,57
NS(=O)(=O)c1cccc(NC(=O)COC(=O)Cn2cc(C(F)(F)F)ccc2=O)c1,2.9,50
CCOC(=O)[C@H]1[C@H]2COc3ccccc3[C@@H]2N2C(=O)c3cc(F)ccc3NC(=O)[C@@]12C,3.9,64
CCN1C(=O)[C@H]2[C@@H](c3ccc(-c4cc(C(C)=O)cs4)cc3)N3CCC[C@@]3(C(=O)OC)[C@H]2C1=O,3.6,51
CC(OC(=O)c1cccc(S(=O)(=O)N2CCCCCC2)c1)C(=O)Nc1ccc(S(N)(=O)=O)cc1 (stereo unspecified),1.1,62
Cc1n[nH]c(=O)c2c(NC(=O)CSc3nnc(-c4ccco4)n3C)oc(C)c12,-0.1,50
Cc1ccc2nc(SCC(=O)Nc3cccc(Cl)c3)nc(=O)n2c1,0.6,67
COc1ccc(CNC(=O)C[C@H]2C[C@H](C(=O)N(C(C)C)C(C)C)[C@@]3(C)c4[nH]c5cc(CCC(=O)N(C)C)ccc5c4CCN3C2=O)cc1OC,0.1,78
CN(C)C(=O)c1ccc(NC(=O)CN2C(=O)NC3(CCCc4ccccc43)C2=O)cc1 (stereo unspecified),-1.6,64
O=S(=O)(c1ccccc1)c1nc(-c2ccc(F)cc2)oc1NCC1CCCO1 (stereo unspecified),0.1,64
CN(C)CCn1c2c(c(SCC(=O)Nc3ccccc3C(F)(F)F)nc1=O)CCCC2,0.5,71
COc1ccc(C(CNC(=O)COc2cccc(C)c2)N2CCCC2)cc1 (stereo unspecified),1.6,61
Cc1ccc(SCC(=O)OC(C)C(=O)Nc2ccc(S(N)(=O)=O)cc2)cc1C (stereo unspecified),4.3,60
CN(C)C1=NCCN1CCC1CCCCC1,1.0,76
CCCCn1c(N)c(N(CCOC)C(=O)COc2ccc(OCC)cc2)c(=O)[nH]c1=O,0.3,75

# Only part of the results is shown; count on the stated rates, not on these rows.
